Source: PubChem
D1 PAM: potentiators of human D1 dopamine receptor | P21728 | HEK293 TREx D1 cells, calcium flux, dopamine EC20 potentiation | potentiation, % at 10 µM | 0.036% of 360,000 active; in the data active = potentiation above about 30%; note: 0% is about no effect
D2 antag: antagonists of human D2 dopamine receptor. P14416. HEK293 TREx D2 cells, calcium flux, dopamine EC80. inhibition, % at 10 µM. 2% of 340,000 active; in the data active = inhibition above about 30%; note: 0% is about no effect
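Antagonism is scored as inhibition of an EC80 dopamine-evoked calcium signal in a force-coupled, tetracycline-inducible HEK293 T-REx D2 line, with compound present 180 s before agonist.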
RXFP1 antagonist: blocks the human relaxin receptor RXFP1; 0.59% of 350,000 active; HEK293-RXFP1, relaxin-stimulated cAMP HTRF, 30 min; stronger effect = lower value; activity change, negative = inhibition, % at 57.5 µM;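 active = activity change of -60% or lower, but not beyond a set lower limit; inconclusive = change between -60% and -40%, or beyond the set limit; inactive = change above -40%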; note: % is set by controls: 0 for no effect and ±100 for the full control effect
Target sequence (Q9HBX9 whole entry, looked up): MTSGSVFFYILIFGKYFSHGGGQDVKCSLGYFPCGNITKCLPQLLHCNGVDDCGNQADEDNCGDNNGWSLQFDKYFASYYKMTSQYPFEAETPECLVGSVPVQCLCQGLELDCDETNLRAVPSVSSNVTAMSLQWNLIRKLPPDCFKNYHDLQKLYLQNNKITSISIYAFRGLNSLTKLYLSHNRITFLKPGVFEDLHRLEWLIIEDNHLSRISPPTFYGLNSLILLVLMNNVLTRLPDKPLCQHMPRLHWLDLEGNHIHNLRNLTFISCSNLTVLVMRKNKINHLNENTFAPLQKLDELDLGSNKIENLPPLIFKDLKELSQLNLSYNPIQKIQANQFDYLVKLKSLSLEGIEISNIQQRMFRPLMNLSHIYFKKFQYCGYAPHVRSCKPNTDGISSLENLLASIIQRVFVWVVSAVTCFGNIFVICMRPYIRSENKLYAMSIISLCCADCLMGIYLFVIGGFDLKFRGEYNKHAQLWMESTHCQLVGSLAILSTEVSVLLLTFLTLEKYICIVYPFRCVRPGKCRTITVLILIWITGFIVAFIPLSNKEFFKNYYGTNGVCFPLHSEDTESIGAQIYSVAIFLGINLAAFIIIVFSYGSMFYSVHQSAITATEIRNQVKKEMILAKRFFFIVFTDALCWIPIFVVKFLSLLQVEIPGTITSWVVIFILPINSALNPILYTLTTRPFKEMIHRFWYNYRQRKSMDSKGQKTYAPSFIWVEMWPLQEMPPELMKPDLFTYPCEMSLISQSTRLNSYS
D2 PAM: D2 dopamine receptor (human) potentiation; HEK293 T-REx D2, calcium flux, EC20 dopamine potentiation; potentiation, % at 10 µM; 0.34% of 340,000 active; AID 485347;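 active = potentiation over 3 SD above the plate norm, cut at about 30% in these data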; note: 0% is about no effect
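Primary screen. Calcium kinetics in induced HEK293 T-REx D2 cells: compound pre-addition 180 s, EC20 dopamine, 180 s more.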
D1 antag: blocks dopamine activation of the human D1 receptor. HEK293 TREx D1 cells, calcium flux, dopamine EC80; stronger effect = lower value. activity change, negative = inhibition, % at 10 µM. 3.2% of 360,000 active. AID 504652; in the data active = activity change below about -30%; note: % is set by controls: 0 for no effect and ±100 for the full control effect
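HEK293 T-REx cells expressing inducible, force-coupled D1 receptor; no-wash Ca dye, 30–90 min RT. Cmpd → 180 s read at 1 Hz → EC80 DA → 180 s read.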
TRHR PAM: allosterically enhances the human TRH receptor. 0.66% of 360,000 active. TRHR cells, fluo-8 calcium fluorescence, EC20 TRH enhancement. enhancement, % at 2 µM. AID 493056. P34981; in the data active = enhancement above about 30%; note: 0% is about no effect
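TRHR-expressing cells loaded with fluo-8 calcium dye were read kinetically (ex 480/em 530) during compound addition, then stimulated with an EC20 of TRH (10 nM final). Enhancement of the Gq-mediated intracellular calcium response was scored.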
D1 ag: activates the human D1 dopamine receptor | activation, % at 2 µM | 1% of 360,000 active | AID 504660 | HEK293 T-REx D1 cells, calcium flux, agonist mode | P21728; in the data active = activation above about 30%; note: 0% is about no effect
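Tetracycline-induced HEK293 TREx D1 cells, force-coupled to calcium signalling, were dye-loaded with a no-wash calcium kit. Compound was pin-added after a 10 s baseline. Fluorescence was read kinetically at 1 cycle/s for 180 s, with calcium rises flagged as agonism.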
RXFP1 agonist: activates the human relaxin receptor RXFP1 | AID 2676 | HEK293T-RXFP1 cAMP TR-FRET, 30 min; response scale: percent of porcine relaxin response, buffer zero | Potency, µM (top dose mostly 57.5 µM), for the others: at the highest dose activation, actives largely listed as activators | 0.3% of 370,000 active | Q9HBX9; active = well fitted activation curve with a large enough effect; inconclusive = small, poorly fitted or top-dose-only effect; note: potency is the fitted concentration of half-maximal effect; % is set by controls: 0 for no effect and ±100 for the full control effect; nearly all actives have a fitted effect of over 60% in size; many of its hits are not listed in these tables
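cAMP rise read by TR-FRET after 30 min, 37C compound exposure (up to 58 uM) in RXFP1-transfected HEK293 cells with Ro 20174 present. EC50 from Hill-equation fits, with 29 nM porcine relaxin as 100% and buffer as basal.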
D2 ag: agonists of human D2 dopamine receptor. P14416. HEK293 T-REx D2 cells, calcium flux agonist mode. activation, % at 2 µM. 0.53% of 340,000 active. AID 485358;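 active = activation over 3 SD above normal in the single-dose calcium agonist read, cut at about 30% in these data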; note: 0% is about no effect
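HEK293 Trex D2 cells, tetracycline-induced, o/n 30 C 5% CO2; no-wash Ca dye, RT 30–90 min; 10-cycle baseline, 23 nl cpd added, kinetic Ca read 180 s; agonist hits = positive Ca response.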
* = called active by the depositor; ? = inconclusive; . = no result given; & = joins results of further samples.

molecule	D1 PAM	D2 antag	RXFP1 antagonist	D2 PAM	D1 antag	TRHR PAM	D1 ag	RXFP1 agonist	D2 ag
O=C(NCN1C(=O)C2C3C=CC(C3)C2C1=O)OC1CCCCC1 (configuration not stated)	1	14	10	-8	-5	-4	2	0.3%	0.7
COc1cccc(CNCc2cccn2-c2nnc(N3CCN(c4ccccc4)CC3)s2)c1	-4	.	.	4	-5	-7	10	-1.5%	1.0
Cc1oc2c(cc(NS(=O)(=O)c3cccs3)c3ccccc32)c1C(=O)OC(C)C	4	0	-16	-10	13	-1	3	-4.0%	-0.4
CCCCCC(C)n1[nH]c(=O)c2c(C)cc(C)nc21 (configuration not stated)	0	1	.	-11	-2	3	4	-1.1%	0.8
COc1ccc(C/C(N)=N/OC(=O)COc2ccccc2C)cc1	-2	-7	-10	2	5	-3	3	2.6%	0.5
CC(OC(=O)c1ccc(Br)c(S(=O)(=O)N2CCOCC2)c1)C(=O)NC1CCCCC1C (configuration not stated)	-1	1	4	-3	6	-8	1	1.5%	-1.6
Cc1[nH]c(=O)[nH]c(=O)c1S(=O)(=O)NCCOC12CC3CC(CC(C3)C1)C2	-9	-18	-16	8	-17	7	3	1.6%	-0.8
Cc1ccc(S(=O)(=O)CCc2nc3ccccc3s2)cc1C	0	14	-18	-4	3	3	0	-2.4%	0.8
COc1cc(C(=O)N2CCN(Cc3ccc4c(c3)OCO4)CC2)c([N+](=O)[O-])cc1OC	-1	-1	4	5	-15	6	4	-0.3%	-0.9
NC1=NC(=O)C(CC(=O)c2ccc(Cl)cc2)S1 (configuration not stated)	-6	3	.	-6	-7	-3	0	0.1%	-0.1
Cn1c2ccccc2c2cc(C(=O)N3CCN(CCO)CC3)sc21	-3	2	-13	15	-25	2	1	0.9%	-0.4
COc1cc(/C=C/C(=O)O)cc(S(=O)(=O)Nc2ccccc2C(=O)NCCc2ccccc2)c1OC	5	-19	3	26	-3	-1	2	-0.2%	0.2
N#C/C(=C\c1c(N2CCCCCC2)nc2ccccn2c1=O)C(N)=O	-7	0	3	-2	10	-2	1	?	0.6
c1ccc(-c2ccc(-c3cnc4n3CCCCC4)cc2)cc1	-4	-7	-5	-8	.	2	7	1.9%	0.2
O=C(CN1CCN(CC(=O)c2ccc(F)cc2)CC1)Nc1ccccc1Cl	-2	13	-6	1	2	3	0	-0.3%	0.0
CS(=O)(=O)Nc1ccc(C(=O)N2CCc3ccccc3C2)cc1	-2	-1	-11	-8	-1	-1	2	-0.1%	-0.5
Cc1nn(CC(O)CN2c3ccccc3Sc3ccccc32)c(C)c1Br (configuration not stated)	-1	.	-22	.	13	0	1	2.2%	.
COP(=O)(CN(Cc1ccccc1)C(=S)Nc1c(C)cccc1C)OC	0	19	6	7	5	-2	3	-1.5%	4.1
CCCC(=O)NC(c1ccccc1)c1ccc2cccnc2c1O (configuration not stated)	-2	13	0	3	-1	2	1	-0.6%	-1.4
Nc1nonc1-n1nnc(C(=O)N/N=C/c2ccccc2Cl)c1COc1ccc(F)cc1	-12	-17	-6	-10	-8	0	7	1.3%	0.1

Arranged by value in D1 ag (falling): 4 from the list above.
SMILES | D1 PAM | D2 antag | RXFP1 antagonist | D2 PAM | D1 antag | TRHR PAM | D1 ag | RXFP1 agonist
Cc1[nH]c(=O)[nH]c(=O)c1S(=O)(=O)NCCOC12CC3CC(CC(C3)C1)C2 | -9 | -18 | -16 | 8 | -17 | 7 | 3 | 1.6%
O=C(NCN1C(=O)C2C3C=CC(C3)C2C1=O)OC1CCCCC1 (configuration not stated) | 1 | 14 | 10 | -8 | -5 | -4 | 2 | 0.3%
Cn1c2ccccc2c2cc(C(=O)N3CCN(CCO)CC3)sc21 | -3 | 2 | -13 | 15 | -25 | 2 | 1 | 0.9%
O=C(CN1CCN(CC(=O)c2ccc(F)cc2)CC1)Nc1ccccc1Cl | -2 | 13 | -6 | 1 | 2 | 3 | 0 | -0.3%

Pulled by structure from the list above, 2 records:
molecule	D1 PAM	D2 antag	RXFP1 antagonist	D2 PAM	D1 antag	TRHR PAM	D1 ag	RXFP1 agonist	D2 ag
COc1ccc(C/C(N)=N/OC(=O)COc2ccccc2C)cc1	-2	-7	-10	2	5	-3	3	2.6%	0.5
Cn1c2ccccc2c2cc(C(=O)N3CCN(CCO)CC3)sc21	-3	2	-13	15	-25	2	1	0.9%	-0.4

Further results follow:
molecule	D1 PAM	D2 antag	RXFP1 antagonist	D2 PAM	D1 antag	TRHR PAM	D1 ag	RXFP1 agonist	D2 ag
Cc1ccc(-n2c(SCC(=O)N3CCOCC3)nnc2-c2ccncc2)cc1	-5	10	-6	3	4	10	2	1.5%	-0.1
Cc1ccc(CNC(=O)CCC(=O)N2CC(C)Sc3ccccc32)cc1 (configuration not stated)	-2&-7	9	-9&-4	-9&-17	-4&-4	-4&-6	0&1	-0.8%&3.3%	0.1&0.5
CCn1c(=O)c(C(=O)Nc2nc3ccccc3[nH]2)c(O)c2ccccc21	-8	1	.	10	0	3	1	2.1%	-2.0
CC(Cc1ccccc1)NC(=O)CC(c1ccccc1)c1ccccc1O (configuration not stated)	-4	2	2	-4	-10	-2	8	5.5%	-1.7
Nc1c(C(=O)OCC2CCCO2)c2nc3ccccc3nc2n1C1CCCCC1 (configuration not stated)	-1	5	5	-6	-1	1	1	1.7%	-0.4
O=C1CCC(=O)N1CCSC(=S)N1CCSCC1	-13	5	-12	-8	-1	-1	1	1.2%	-0.4
CCCC(=O)NC(c1ccc(C(C)C)cc1)c1ccc2cccnc2c1O (configuration not stated)	-1	13	?	5	1	-3	15	0.4%	2.6
COc1ccccc1NC(=O)c1ccc2nc(N3C(=O)CCC3=O)sc2c1	-1	-4	-17	10	-7	2	3	-1.3%	-0.4
COc1ccc(CC(=O)Nc2ccc3c(c2)C(=O)N(CCC(=O)O)C3=O)cc1	-3	-15	20	11	3	2	-2	-0.6%	0.7
N#Cc1c(-c2ccco2)cc(C2CC2)nc1N	-3	.	-3	.	-8	2	3	3.6%	.
O=C(CCSCc1ccc(Cl)cc1)NC1CCCC1	-2	25	-3	-2	-17	2	-1	0.2%	0.0
COc1ccc(N2Cc3cccc(C(=O)Nc4ccc(C)cc4)c3C2=O)cc1	8	.	0	-5	8	-3	0	-0.6%	-1.1
O=S(=O)(Nc1ccc(S(=O)(=O)Nc2ncccn2)cc1)c1ccc(Cl)cc1	2	-3	-8	-3	-3	23	-3	-0.3%	-0.3
COc1ccc2c(c1)N(C)/C(=C1/SC(=NCc3ccccc3)N(c3ccccc3)C1=O)S2	-8	-6	1	2	6	-9	0	3.8%	-0.4
CCC(C)NC(=O)C1CC(c2cccc(OC)c2)=NO1 (configuration not stated)	-7	2	4	4	-3	-2	2	1.3%	-0.2
CCN(CC)S(=O)(=O)c1ccc2[nH]cc(C(=O)NC3CC3)c(=O)c2c1	-5	-3	6	-10	-12	-4	0	7.5%	1.5
CCN(CC)CCN(Cc1cc2cc3c(cc2[nH]c1=O)OCO3)C(=S)NCc1ccco1	-8	-24	-22	2	-1	15	-2	2.4%	-1.9
CCc1ccc(NC(=O)Cn2nc(C(F)(F)F)c3c2CCC3)cc1	-5	-10	10	-5	-13	-2	11	0.0%	0.4
CCCCS(=O)(=O)CC(COc1ccccc1)OC(=O)c1ccccc1 (configuration not stated)	-10	35*	-2	1	11	-9	12	2.5%	1.3
O=C(NC1CCCC1)C(c1ccc(F)cc1)N(C(=O)c1csnn1)C1CCCC1 (configuration not stated)	.	-1	-9	2	5	-3	8	1.5%	0.2
CCc1c(C)sc2c1CCN(C(=O)Nc1cc(C)cc(C)c1)C2c1ccccc1 (configuration not stated)	1	.	-8	-4	-27	5	1	1.6%	8.1
Cc1cc(Cl)c(S(=O)(=O)NC(C)C)cc1OCC(N)=O	-3	15	6	-1	-6	3	1	6.1%	-0.6
CS(=O)(=O)c1nc(-c2ccc(Br)cc2)cc(-c2ccccc2)c1C#N	-5	41*	7	-3	-21	-3	4	28%	0.8
CCc1ccc(CC(=S)N2CCOCC2)cc1	-8	14	-6	-6	-17	-2	0	0.1%	0.1
CCC(CC)C(=O)c1c[nH]c(C(=O)NCCOC)c1	0	3	-5	17	-4	2	0	2.7%	0.7
O=C(NCC(c1cccnc1)N1CCN(c2ccc(F)cc2)CC1)c1ccccc1 (configuration not stated)	5	10	-17	5	2	-11	0	0.0%	-0.5
O=C(CSc1ccccc1)Nc1cc(Cl)ccc1Oc1ccccc1	-2	42*	-2	1	-10	-9	14	1.7%	0.6
CCOc1ccc(NCc2cccn2-c2nnc(N3CCC(C(=O)NCCCN4C(C)CCCC4C)CC3)s2)cc1 (configuration not stated)	-1	19	-6	9	3	2	1	-0.4%	1.3
O=C(COc1cccnc1[N+](=O)[O-])Nc1cccc(S(=O)(=O)N2CCOCC2)c1	0	-15	8	11	-25	5	0	22%	-1.6
Cc1cc(O)c(C(c2cccc(F)c2)N2CCN(c3ccccc3)CC2)c(=O)n1Cc1ccco1 (configuration not stated)	-4	.	-22	-7	1	-1	2	3.5%	26
CCCCN1C(=O)C(O)(CC(=O)c2c(C)coc2C)c2ccccc21 (configuration not stated)	1	14	1	-21	-1	0	0	-0.2%	-0.6
CC/C(=N\NC(=O)c1ccc2c(c1)OCO2)c1ccccc1	-3	4	2	-2	0	-2	3	2.6%	-0.5
Cc1[nH]c2ccc(C(=O)NCCCN3CCCCCC3)cc2c1C	0	62*	-22	-13	3	-4	5	0.6%	0.6
CCC(C(=O)OCC(=O)Nc1cc(Cl)ccc1Cl)c1ccccc1 (configuration not stated)	-5	-3	0	-20	-30	7	18	1.4%	2.0
O=C(O)c1cc2ccc3cccc4ccc(c1)c2c34	6	12	1	4	-5	3	0	3.7%	-2.5

Not all compounds are listed; count on the stated rates, not on these rows.
